Screens from PubChem BioAssay.
PKM2 activator: PKM2 (human) enzyme activation. P14618. purified PKM2, Kinase-Glo ATP luminescence, activation; response scale: 0% is enzyme alone, no compound. Potency, µM (highest dose often 57.5 µM), inactives show at the top dose activation, actives largely listed as activators. actives 0.34% (n = 260,000). AID 1631; also: potency is read from the fitted curve at half-maximal effect; % is scaled to controls: 0 for no effect and ±100 for the full control effect; nearly all actives have a fitted effect of over 55% in size
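Purified hPK-M2 (>95% pure) converted ADP (0.1 mM final) to ATP with 0.5 mM PEP in 50 mM imidazole pH7.2, KCl, MgCl2, Tween 20, BSA; 1 h at room temperature. ATP detected by Kinase-Glo luminescence.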
hERG WT inh: blocks the wildtype human KCNH2 potassium channel | activity change, % at 1.84 µM | AID 720551 | actives 0.37% (n = 340,000) | U2OS, BacMam KCNH2, thallium flux FluxOr; active compounds read low;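 active = maximum activity change below -70%; inconclusive = maximum activity change between -70% and -50%; inactive = maximum activity change above -50%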; also: % is scaled to controls: 0 for no effect and ±100 for the full control effect
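U2OS cells were transduced with wild-type KCNH2 virus (2.03 x 10^8 / mL) for 4 h at room temperature, then cultured overnight at 37 C. Thallium flux was read with FluxOr dye. Rate constants were normalized to DMSO controls.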
FBPA coupling cs: inhibits coupling enzyme system, counter-screen for aldolase hits. coupling enzyme system counterscreen, AmpLite Red fluorescence. activity change, negative = inhibition, % at 58.2 µM, hits read low. actives 0.67% (n = 290,000); in the data active = activity change below about -30%; also: % is scaled to controls: 0 for no effect and ±100 for the full control effect
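First, compound is pin-transferred into glyceraldehyde-3-phosphate coupling-enzyme reagent at 57.5 uM final and held 10 min at RT. Next, substrate, coupling system and AmpLite Red are added. After 20 min RT, fluorescence (525/598 nm) is read.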
GALK inhibitor: blocks human galactokinase activity. P51570. Purified GALK, Kinase-Glo residual ATP luminescence. Potency, µM (highest dose often 57.5 µM), without a hit: at the highest dose activity change, negative = inhibition, actives largely listed as inhibitors. actives 0.007% (n = 270,000). AID 1868; also: potency is read from the fitted curve at half-maximal effect; % is scaled to controls: 0 for no effect and ±100 for the full control effect
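GALK at 5 nM final was combined with compound, 35 uM ATP and 100 uM galactose in HEPES pH8.0 with MgCl2 and DTT. The reaction ran one hour at room temperature before luminescent ATP detection.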
TRPV1 ag: activates the human vanilloid receptor TRPV1; TRPV1-expressing cells, Fluo-8 calcium influx, agonist mode; AID 540275; activation, % at 8.33 µM; actives 0.19% (n = 320,000); Q8NER1; in the data active = activation above about 80%; inconclusive = between about 30% and that limit; also: 0% is about no effect
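Fluo-8 calcium influx in TRPV1-expressing cells, kinetic read (ex 480/em 520 nm). Compound added and read 3 min for agonist activity, followed by capsaicin at EC20 final and 2 min further read for enhancement.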
CXXC DNA block: MLL CXXC-DNA interaction inhibition | actives 0.037% (n = 290,000) | MLL-CXXC / FITC-HOXA9 DNA fluorescence polarization | Potency, µM (doses to about 115 µM), for inactives: at the highest dose activity change, negative = inhibition, usual class: inhibitors | Q03164 | AID 2662; active = well fitted inhibition curve with a large enough effect in the polarisation, with a control signal flat, not every such curve was filed as active; inconclusive = small, poorly fitted or top-dose-only effect, or effect the other way, or a change in a side signal; inactive = no such curve, though single readings can be large or run the other way; the % refers to the polarisation; also: potency is read from the fitted curve at half-maximal effect
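Steps: dispense CXXC domain solution (7 uM) → pin compounds or unlabeled HOX-A9 DNA control → 5 min ambient → add FLSN-HOX-A9 solution (50 nM) → spin → 30 min ambient → fluorescence polarization. Tris pH 7.5/NaCl/DTT/BSA buffer.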
B2AR arrestin: recruits beta-arrestin to the human beta2-adrenergic receptor | P07550 | Potency, µM (doses to about 46.1 µM), for the others: at the top dose activation, hits mostly activators | actives 0.02% (n = 330,000) | beta-arrestin recruitment to beta2AR, cell-based reporter;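 also: potency is read from the fitted curve at half-maximal effect; 0% = DMSO controls and full agonism = EC100 isoproterenol or metaproterenol; nearly all actives have a fitted effect of over 65% in size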
Target sequence (P07550 whole entry, looked up): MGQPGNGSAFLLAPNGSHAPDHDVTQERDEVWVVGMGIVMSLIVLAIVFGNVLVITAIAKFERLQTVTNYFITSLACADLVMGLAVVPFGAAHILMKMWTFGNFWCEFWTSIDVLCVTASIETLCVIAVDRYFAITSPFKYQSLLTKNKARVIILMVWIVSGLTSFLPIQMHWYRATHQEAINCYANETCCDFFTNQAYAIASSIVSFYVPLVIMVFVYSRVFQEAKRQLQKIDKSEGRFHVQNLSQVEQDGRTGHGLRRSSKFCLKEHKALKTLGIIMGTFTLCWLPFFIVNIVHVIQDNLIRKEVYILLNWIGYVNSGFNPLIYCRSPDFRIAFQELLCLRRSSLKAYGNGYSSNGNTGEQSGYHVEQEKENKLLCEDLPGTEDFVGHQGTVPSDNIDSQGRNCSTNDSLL
KCNH2 3.1 block: blocks the human KCNH2 3.1 channel isoform; activity change, % (tested at about 1.8 µM); actives 0.95% (n = 340,000); U2OS KCNH2 3.1, thallium flux FluxOr; active compounds read low; AID 720553;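 active = maximum activity change below -70%; inconclusive = maximum activity change from -70% to -50%; inactive = maximum activity change above -50%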;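 also: thallium influx rate constant from kinetic fluorescence after stimulation buffer; % is scaled to controls: 0 for no effect and ±100 for the full control effect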
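Measured as rate of thallium-driven FluxOr signal in transduced U2OS cells carrying the 3.1 channel, read kinetically for 2 min upon stimulation; values are rate constants scaled to DMSO control wells.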
Giardia killer: Giardia lamblia killing. actives 0.15% (n = 340,000). activity change, % at 7.66 µM, hits read low. Giardia lamblia trophozoite viability; in the data active = activity change below about -80%; inconclusive = between about -30% and that limit;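 also: parasites exposed to compound for two days anaerobically before the ATP read; % is scaled to controls: 0 for no effect and ±100 for the full control effect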
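Compounds were tested on trophozoites seeded at 100 cells/well and held 48 hrs at 37 deg C anaerobically. An ATP-based luminescent kit measured the remaining live cells.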
USP2a block: blocks human ubiquitin-specific protease USP2a; O75604; USP2 core, Ub-CHOP2 coupled fluorogenic reporter, 485/531; Potency, µM (titrated, usually from 38.3 µM), inactives show top-dose activity change, negative = inhibition, most hits filed as inhibitors; actives 0.01% (n = 330,000); AID 463254;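 also: potency is read from the fitted curve at half-maximal effect; plate controls were DMSO wells for no effect and full inhibition by NEM control for full effect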
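Deubiquitinase activity read as fluorescence (485/531 nm) after Ub-CHOP2 cleavage activates the enterokinase reporter on its substrate; USP2 core 10nM, Ub-CHOP2 and substrate 25nM each, 30min compound preincubation then 60min RT; data normalized to NEM, curves fitted.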
Menin-MLL TR inh: menin-MLL binding inhibition, Texas Red mutant peptide | O00255 | Menin + Texas Red MLL mutant peptide, fluorescence polarization | Potency, µM (titrated, usually from 61.6 µM), without a hit: at the highest dose FP activity change, negative = inhibition, hits mostly inhibitors | actives 0.23% (n = 270,000) | AID 1768; active = well fitted inhibition curve with a large enough effect in the polarisation, with a control signal flat, not every such curve was filed as active; inconclusive = small, poorly fitted or top-dose-only effect, or effect the other way, or a change in a side signal; inactive = no such curve, though single readings can be large or run the other way; the % refers to the polarisation; also: potency is read from the fitted curve at half-maximal effect; % of control where 0% means no effect; many of its hits are not listed in these tables
Target sequence (O00255 whole entry, looked up): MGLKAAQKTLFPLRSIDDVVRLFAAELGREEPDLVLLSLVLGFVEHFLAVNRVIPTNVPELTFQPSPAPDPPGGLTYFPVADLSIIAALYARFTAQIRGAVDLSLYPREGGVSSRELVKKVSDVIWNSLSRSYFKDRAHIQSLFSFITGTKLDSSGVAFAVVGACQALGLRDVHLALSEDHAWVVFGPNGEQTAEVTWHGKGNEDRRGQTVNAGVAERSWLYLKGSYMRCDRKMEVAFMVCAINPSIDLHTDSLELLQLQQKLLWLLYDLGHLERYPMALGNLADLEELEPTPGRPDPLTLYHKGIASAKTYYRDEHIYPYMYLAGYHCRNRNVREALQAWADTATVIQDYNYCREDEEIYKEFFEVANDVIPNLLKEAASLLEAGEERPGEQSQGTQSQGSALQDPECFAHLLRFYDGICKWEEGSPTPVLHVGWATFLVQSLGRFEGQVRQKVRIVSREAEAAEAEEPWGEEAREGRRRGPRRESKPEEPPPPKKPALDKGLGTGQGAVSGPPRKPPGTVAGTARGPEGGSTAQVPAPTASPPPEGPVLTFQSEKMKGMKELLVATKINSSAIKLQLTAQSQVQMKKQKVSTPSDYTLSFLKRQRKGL
* marks the source's active call; other numbers are inactive results; ? = inconclusive; · = not tested or not shown; [ ] = dose if it differs, or a comment. Unless noted, calls follow the shape of the dose curve; as a rule, active = well fitted curve in the direction sought with a large enough effect; inconclusive = small, poorly fitted or top-dose-only effect, or another doubt; inactive = no such curve, though single readings can be large; an effect the other way counts as inactive or inconclusive.

Second line of a record: PKM2 activator	hERG WT inh	FBPA coupling cs	GALK inhibitor	TRPV1 ag	CXXC DNA block	B2AR arrestin	KCNH2 3.1 block	Giardia killer	USP2a block	Menin-MLL TR inh
(1) CC(=NC1CCN(Cc2ccccc2)CC1)c1c(O)[nH]c(=O)[nH]c1=O
    -1%	7	-2	3%	-3	2%	0.3%	9	-2	-1%	2%
(2) Cc1cccc(CNC(=O)C2CCC(=O)N(C3CC3)C2)c1 (stereo not given)
    -11%	2	·	-1%	1	-3%	-0.4%	10	17	2%	·
(3) COc1ccc(S(=O)(=O)NCc2ccccn2)c(C)c1C
    -2%	6	1	1%	0	-6%	-0.8%	-18	2	0%	13%
(4) Oc1ccccc1N1CCN(c2ncnc3scc(-c4ccc(F)cc4)c23)CC1
    1%	-4	-4	10%	3	10%	0.0%	-13	-26	-13%	-7%
(5) CCC(C)N1CCC(Oc2ccc(C(=O)NCc3ccccn3)cc2)CC1 (stereo not given)
    11%	38	·	-1%	0	27%	-0.8%	·	17	-1%	·
(6) O=C(CCn1c(=O)[nH]c2ccccc2c1=O)NCCSCc1ccccc1
    -5%	2	3	3%	2	-4%	-0.2%	13	2	1%	-7%
(7) Cc1cccc(C(=O)O/N=C(\N)c2ccc(Cl)cc2)c1
    ·	-6	0	2%	3	-5%	-1.1%	-13	?	6%	11%
(8) S=C1NC[C@H](CC2CCCCC2)N1CC1CCCCC1
    -3%	-1	2	0%	27	-15%	-0.3%	1	17	1%	?
(9) O=C(C/C(=N/O)c1ccccc1O)C(F)F
    1%	10	3	-2%	-1	3%	-0.7%	1	6	-5%	8%
(10) CC1CCN(c2c(NCC3CCC(C(=O)NC4CCCCCC4)CC3)c(=O)c2=O)CC1 (stereo not given)
    14%	-5	2	·	-4	6%	-0.8%	-4	-8	-1%	·
(11) CCCCCOc1ccc(NC(=O)C2OC3OC(C)(C)OC3C3OC(C)(C)OC23)cc1 (stereo not given)
    1%	-2	0	0%	-3	11%	-0.7%	-28	19	5%	-5%
(12) CC(=O)Nc1ccc(C(=O)CSc2nnc3scc(-c4ccccc4)n23)cc1
    -1%	-4	5	7%	-1	-6%	-0.4%	-3	-4	0%	3%
(13) Cc1ccc2nc(N3CCN(C)CC3)c(C#N)cc2c1
    9%	0	0	4%	-2	-3%	-0.3%	8	12	3%	-12%
(14) COCCNC(=O)CSc1nc2ccc(N3CCOCC3)cc2c(=O)n1Cc1ccc(OC)cc1
    29%	-20	-39*	-3%	-1	-7%	0.4%	1	15	0%	?
(15) Nc1nc(-c2ccccc2)cc(-c2ccccc2)n1
    0%	4	2	-1%	?	2%	0.1%	-5	-10	-1%	12%
(16) Cc1ccc(S(=O)(=O)NC(=O)Nc2ccc(C)cc2C)cc1
    ·	-6	·	-6%	-8	-5%	-0.4%	-6	-5	2%	·
(17) O=C(CN1C(=O)CCC1=O)Nc1nc(-c2ccccn2)cs1
    3%	4	1	2%	1	2%	-0.3%	-117*	-2	-1%	8%
(18) CCCOc1ccc(C(=O)ON=C2CCN(C)CC2)cc1
    -4%	-3	-3	-3%	22	11%	-0.9%	26	10	1%	-7%
(19) COC(=O)c1cc(-c2cccc(OC)c2)c2c(=O)[nH]c(=O)n(C)c2n1
    ·	-1	3	5%	-4	14%	-1.2%	5	0	2%	-9%
(20) COc1cc(NC(=S)N(C)CCC#N)c(OC)cc1Cl
    11%	4	0	0%	2	3%	-0.1%	-14	-19	3%	·
(21) COc1cc(Br)cc(CN2CCN(C=O)CC2)c1O
    4%	10	1	-3%	1	5%	-0.1%	1	-4	-1%	15%
(22) O/N=C/c1ccc2cccc(O)c2n1
    -5%	-7	-12	·	-7	-13%	0.4%	5	1	3%	·
(23) O=C(NCN1CCCCC1)c1cnccn1
    0%	-3	0	2%	-2	14%	-0.1%	-26	5	1%	12%
(24) CCCc1nc2c([nH]1)C(c1cccnc1)C(C#N)=C(N)O2 (stereo not given)
    -6%	9	0	2%	2	21%	-0.7%	6	5	0%	5%
(25) Cc1ccc2c(c1)C(=O)C(=O)N2CC(=O)Nc1ccc(N2CCOCC2)cc1
    12%	-2	8	1%	11	11%	-0.1%	0	-4	8%	1%
(26) O=C1Cc2ccccc2C(=O)N1c1ccc(F)cc1Cl
    5%	-1	-1	-2%	-3	-3%	0.1%	8	-21	0%	19%
(27) COc1ccc(CNC(=O)CN(Cc2ccco2)C(=O)CNS(=O)(=O)c2ccc(C)cc2)cc1
    9%	34	3	8%	-5	6%	0.3%	-27	-3	-2%	-18%
(28) O=C(Nc1ccc(S(=O)(=O)N2CCCCC2)cc1)c1ccc(Cl)nc1
    ·	3	·	·	·	·	-1.0%	12	-19	3%	·
(29) COc1ccc(OC)c(-c2cc(C(=O)NC3CCCC3)c3ccccc3n2)c1
    -6%	0	0	0%	-7	5%	0.1%	2	-3	2%	1%
(30) COc1ccc(CN(Cc2ccc(C(=O)O)cc2)C(=S)Nc2ccccc2Cl)cc1OC
    -5%	1	15	3%	-7	-9%	0.5%	11	13	-6%	26%

(next part)
Second line of a record: PKM2 activator	hERG WT inh	FBPA coupling cs	GALK inhibitor	TRPV1 ag	CXXC DNA block	B2AR arrestin	KCNH2 3.1 block	Giardia killer	USP2a block	Menin-MLL TR inh
(31) COCC(=O)N(C)c1nnc(-c2cnc(C)cn2)s1
    -3%	-38	0	-1%	-1	7%	-0.2%	1	-4	-2%	-19%
(32) CCCOc1ccc(CC2CCC(=O)NC2=O)cc1 (stereo not given)
    3%	-3	2	1%	1	3%	0.3%	0	6	0%	5%
(33) COc1ccc(C(=O)c2sc3nc(-c4ccccc4)ccc3c2N)cc1
    2%	-31	-3	2%	12	-5%	-0.2%	·	-12	-3%	?
(34) C/C(=N\Nc1ccc([N+](=O)[O-])cc1[N+](=O)[O-])C(C)(C)C(C(=O)O)C(=O)O
    2%	-13	12	-1%	1	4%	-0.1%	15	4	-3%	-17%
(35) Cc1cc(C)c2nc(/N=C(\N)NC(=O)Nc3ccccc3)nc(C)c2c1
    -1%	-4	3	2%	18	3%	-1.5%	-14	-6	1%	-2%
(36) COc1ccc(CCNC(=O)Cn2nnc(C(=O)Nc3cccc(C)c3C)c2N)cc1OC
    ·	0	·	6%	-1	2%	0.3%	19	-15	1%	·
(37) CC(=O)Nc1ccc(S(=O)(=O)Nc2nc3ccccc3nc2Nc2ccccc2)cc1
    0%	20	16	-2%	7	8%	0.0%	0	0	0%	?
(38) CC1CCCCC1NC(=O)C1CCN(S(=O)(=O)c2ccc3c(c2)CCC(=O)N3)CC1 (stereo not given)
    1%	18	2	1%	1	2%	0.1%	17	-1	-1%	?
(39) COc1ccc(Cl)cc1NC(=O)C1CC(c2ccccc2O)=NO1 (stereo not given)
    -6%	1	2	-2%	14	29%	-0.2%	-22	12	0%	?
(40) COc1ccc(OC)c(NC(=O)COC(=O)CCc2nc3ccccc3c(=O)[nH]2)c1
    ·	-7	·	·	·	·	?	-8	2	2%	·
(41) COc1ccccc1NS(=O)(=O)c1cc(NC(=O)c2cccs2)ccc1N1CCOCC1
    -3%	-14	-3	-2%	2	-1%	0.2%	3	48[activator]	8%	·
(42) CCc1nn(CC(=O)NCCc2ccc(OC)cc2OC)c(=O)c2cc3occc3n12
    ·	-16	·	2%	0	15%	0.3%	0	0	2%	·
(43) CCOC(=O)c1cc(-c2c(Cl)cccc2Cl)no1
    13%	-1	-7	0%	?	0%	0.7%	-3	4	-2%	·
(44) Cc1cccc(C(=O)NC(=S)NNC(=O)c2ccc(Cl)cc2)c1
    -6%	-8	2	2%	?	-1%	-0.7%	3	-6	2%	-5%
(45) CCOC(=O)C(NC(C)=O)C(OC(C)=O)c1cccc(N(CCO)CCO)c1 (stereo not given)
    -5%	-1	1	0%	·	1%	-0.3%	1	-9	-1%	·
(46) O=C1CC(Nc2ccc3ccccc3c2)C(=O)N1Cc1ccccc1 (stereo not given)
    0%	4	-1	0%	?	-1%	-0.2%	-20	27	-1%	?
(47) CCC(Oc1ccccc1)C(=O)Nc1nnc(C)s1 (stereo not given)
    1%	2	3	2%	7	8%	0.0%	10	7	0%	-4%
(48) COc1ccc(N(CC(=O)NCCC2=CCCCC2)S(=O)(=O)c2ccccc2)cc1OC
    0%	-3	1	-1%	1	-3%	0.1%	4	?	5%	-18%
(49) Cc1ccc(C(=O)NC2CC3CCCC(C2)N3C(=S)NCc2ccco2)cc1 (stereo not given)
    1%	0	2	11%	-1	5%	-0.7%	-4	?	1%	14%
(50) CCOC(=O)N1CCN(C(=O)c2ccc(Cn3c(=S)[nH]c4cc(OCC)c(OCC)cc4c3=O)cc2)CC1
    -1%	?	0	-3%	2	-4%	0.3%	-10	6	-2%	4%

This is a subset. The share of hits here may be higher or lower than overall.
